RGS4 inh: human RGS4 inhibition; P49798; Transcreener GDP fluorescence polarization, RGS4-accelerated GTP hydrolysis; Potency, µM (top dose mostly 114 µM), for the others: at the highest dose activity change, negative = inhibition, hits mostly inhibitors; actives 0.039% (n = 390,000); AID 504845; note: potency is the fitted concentration of half-maximal effect; % is set by controls: 0 for no effect and ±100 for the full control effect; nearly all actives have a fitted effect of over 75% in size; some results filed as inactive show a strong effect at the top dose
Target sequence (P49798 whole entry, looked up): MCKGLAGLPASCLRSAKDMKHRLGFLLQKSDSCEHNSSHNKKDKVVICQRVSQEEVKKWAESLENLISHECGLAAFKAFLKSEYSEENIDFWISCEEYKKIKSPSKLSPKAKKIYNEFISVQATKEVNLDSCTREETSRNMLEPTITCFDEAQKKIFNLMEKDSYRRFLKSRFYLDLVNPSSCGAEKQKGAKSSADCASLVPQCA
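MLSMR compounds (23 nl, pin-transferred) preincubated 10 min at room temperature with a 500nM (2x) first reagent, then RGS4 at 900nM (2x) plus Transcreener GDP mix added; fluorescence polarization (620/688 nm) read before and after 90 min at 30 °C.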
POLH inh: blocks human DNA polymerase eta activity. actives 1.2% (n = 390,000). recombinant Pol eta, fluorescent DNA replication assay. Potency, µM (titrated, usually from 114 µM), for inactives: at the top dose activity change, negative = inhibition, actives largely listed as inhibitors. Q9Y253; note: potency is the fitted concentration of half-maximal effect; % is set by controls: 0 for no effect and ±100 for the full control effect
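Pol eta (10 nM) was preincubated with compounds for 15 min at room temperature, after which fluorescent replication substrate (50 nM final) was added to start the reaction. Fluorescence was read kinetically at 0 and 10 min.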
POLK inh: blocks human DNA polymerase kappa activity; Q9UBT6; purified Pol kappa, fluorescent DNA synthesis assay, 10 min; Potency, µM (titrated, usually from 107 µM), for inactives: at the highest dose activity, negative = inhibition, hits mostly inhibitors; actives 0.53% (n = 400,000); AID 588579; note: potency is the fitted concentration of half-maximal effect; % is set by controls: 0 for no effect and ±100 for the full control effect
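Kinetic fluorescence readout at 0 and 10 min followed reaction start with substrate at 50 nM final. Beforehand, enzyme (10 nM Pol kappa) stood 15 min with compound at room temperature; buffer-only wells were negative controls.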
LDHA inh: blocks human lactate dehydrogenase A. P00338. purified LDHA, NADH/diaphorase-resazurin fluorescence; stronger effect = lower value. activity change, % (values are at about 110 or 230 µM). actives 0.15% (n = 480,000). AID 1347041; in the data active = activity change below about -30%; inconclusive = mostly about -25% to -30%;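 note: plate controls were DMSO wells for no effect and wells without enzyme for full effect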
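Resorufin fluorescence (ex540/em590), read at 0 and 20 min after diaphorase/resazurin addition, reports the NADH left after a 5 min room-temperature reaction of 2 nM human LDH5 with 0.06 mM NADH and 0.2 mM pyruvate.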
Pol beta inh: inhibitors of human DNA polymerase beta. P06746. Pol beta primer extension/strand displacement, fluorescence kinetic. Potency, µM (top dose mostly 114 µM), without a hit: top-dose activity change, negative = inhibition, usual class: inhibitors. actives 1.3% (n = 340,000). AID 485314; note: potency is the fitted concentration of half-maximal effect; % is set by controls: 0 for no effect and ±100 for the full control effect
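Curves were derived by four-parameter Hill fits of normalized qHTS data. The kinetic fluorescent primer-extension read was taken at 0 and 10 min after 50 nM substrate, following a 15 min room-temperature preincubation of 10 nM enzyme with compounds.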
12-LOX inh: inhibitors of human 12S-lipoxygenase ALOX12; P18054; purified 12hLO, xylenol orange hydroperoxide absorbance; Potency, µM (highest dose often 108 µM), for the others: top-dose activity change, negative = inhibition, usual class: inhibitors; actives 1.1% (n = 580,000); AID 1671190; note: potency is the fitted concentration of half-maximal effect; % is set by controls: 0 for no effect and ±100 for the full control effect
Target sequence (P18054 whole entry, looked up): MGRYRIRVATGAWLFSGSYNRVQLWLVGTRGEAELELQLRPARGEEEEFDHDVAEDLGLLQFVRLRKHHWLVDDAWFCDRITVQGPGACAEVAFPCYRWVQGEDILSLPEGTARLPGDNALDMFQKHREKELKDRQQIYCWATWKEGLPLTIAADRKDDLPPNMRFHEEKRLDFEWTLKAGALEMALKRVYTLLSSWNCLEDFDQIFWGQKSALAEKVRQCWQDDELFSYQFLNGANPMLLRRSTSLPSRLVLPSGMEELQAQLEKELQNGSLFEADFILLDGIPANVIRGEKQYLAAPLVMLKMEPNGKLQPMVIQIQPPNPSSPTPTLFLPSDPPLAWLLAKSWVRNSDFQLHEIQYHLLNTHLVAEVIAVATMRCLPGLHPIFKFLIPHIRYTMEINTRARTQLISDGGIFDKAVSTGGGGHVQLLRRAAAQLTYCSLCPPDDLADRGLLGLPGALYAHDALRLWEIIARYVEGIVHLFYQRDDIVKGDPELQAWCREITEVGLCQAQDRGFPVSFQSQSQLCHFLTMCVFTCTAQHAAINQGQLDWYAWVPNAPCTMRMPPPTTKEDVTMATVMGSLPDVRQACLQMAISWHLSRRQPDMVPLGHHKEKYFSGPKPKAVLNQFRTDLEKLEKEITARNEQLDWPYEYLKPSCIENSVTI
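Hydroperoxide product was detected by ferrous iron/xylenol orange as the 573 to 405 nm absorbance ratio. Arachidonic acid at 40 uM (final) was turned over for 30 min at room temperature by 150 nM human 12hLO, pH 7.0 Hepes buffer, after 15 min compound preincubation.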
Apoferritin bind: candidate novel general anesthetic via apoferritin binding; P02791; apoferritin/1-aminoanthracene competitive binding, fluorescence; Potency, µM (series often up to 77.5 µM), for inactives: top-dose activity change, negative = displacement, usual class: inhibitors; actives 0.074% (n = 350,000); AID 485281; note: potency is the fitted concentration of half-maximal effect; % is set by controls: 0 for no effect and ±100 for the full control effect; nearly all actives have a fitted effect of over 20% in size
Target sequence (P02791 2-175 limits assumed): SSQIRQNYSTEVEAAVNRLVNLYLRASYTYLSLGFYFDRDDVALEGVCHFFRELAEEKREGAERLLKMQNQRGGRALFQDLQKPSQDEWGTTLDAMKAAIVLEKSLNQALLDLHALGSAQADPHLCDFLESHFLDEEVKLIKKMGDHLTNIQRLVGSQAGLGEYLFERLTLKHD
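Horse-spleen apoferritin (10 uM) in 50% saturated 1-aminoanthracene in PBS was incubated 10 min at room temperature with compound. Fluorescence (ex 380, em 535 nm) was normalized to free and bound 1-AMA, with concentration-response fitted by a four-parameter Hill equation.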
ERG Ets-DNA blk: blocks human ERG Ets domain binding to DNA; actives 0.028% (n = 370,000); P11308; fluorescence polarization, His-ERG Ets domain / labelled DNA; Potency, µM (titrated, usually from 76.9 µM), without a hit: at the top dose FP activity, negative = inhibition, most hits filed as inhibitors; active = well fitted inhibition curve with a large enough effect in the polarisation, with a control signal flat; inconclusive = small, poorly fitted or top-dose-only effect, or effect the other way, or a change in a side signal; inactive = no such curve, though single readings can be large or run the other way; the % refers to the polarisation;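 note: polarization taken with two DNA probes labelled with fluorescein and Texas red; potency is the fitted concentration of half-maximal effect; % of control where 0% means no effect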
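His-tagged ERG Ets domain (1 uM in the protein solution; 300mM KCl, 50mM Tris-HCl, 1mM EDTA, 1mM DTT, pH 7.5) received compound, then a probe mix of 5 nM fluorescein-DNA and 100nM Texas-615-DNA. Fluorescence polarization was read for both dyes.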
APE1 inh: inhibitors of human APE1 endonuclease. Potency, µM (titrated, usually from 65.8 µM), inactives show top-dose activity change, negative = inhibition, hits mostly inhibitors. actives 0.35% (n = 350,000). recombinant APE1, TAMRA/BHQ-2 abasic DNA cleavage fluorescence. AID 2517. P27695;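 note: potency is the fitted concentration of half-maximal effect; plate controls were vehicle for no effect and reference inhibitor for full effect; nearly all actives have a fitted effect of over 55% in size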
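APE1 at 0.75 nM preincubated 15 min at room temperature with compound. Reaction then started with 50 nM double-stranded THF-abasic substrate labelled with TAMRA/BHQ-2, and 525/598 nm fluorescence read kinetically. Activity taken as third-minus-first read difference, normalized to DMSO and NSC13755 controls.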
An asterisk follows results filed as active; ? = inconclusive; . = no result given; [ ] = remark or other dose. Unless noted, calls come from the whole dose curve; as a rule, active = well fitted curve in the direction sought with a large enough effect; inconclusive = small, poorly fitted or top-dose-only effect, or another doubt; inactive = no such curve, though single readings can be large; an effect the other way counts as inactive or inconclusive. The list is partial; the hit share may differ from the screen's.

no.	Structure	RGS4 inh	POLH inh	POLK inh	LDHA inh	Pol beta inh	12-LOX inh	Apoferritin bind	ERG Ets-DNA blk	APE1 inh
1	OCCCNc1cc(-c2ccccc2)nc2cc(-c3ccc(F)cc3)nn12	-8%	-20%	-5%	-1	-14%	20%	72%[activator]	17%	29%
2	Cc1c(CNC(=O)C2CC2)c(-n2cccc2)n(Cc2ccccc2)c1C	-12%	-9%	3%	0	-14%	23%	-5%	2%	-2%
3	O=C1CC(N(C(=O)c2ccco2)c2ccc(F)cc2)C(=O)N1c1ccc(F)cc1 (centres undefined)	-28%	-7%	-12%	4	-5%	3%	-6%	1%	-5%
4	C[C@H](NC(=O)C1CCN(S(=O)(=O)c2ccccc2)CC1)C(=O)NCc1ccccn1	-24%	-11%	4%	0	20%	12%	-12%	10%	79%[activator]
5	c1coc(Cn2c(-c3ccco3)nc3ccccc32)c1	-40%	?	-17%	-2	-24%	8%	-18%	3%	-11%
6	C=CCn1c(SCc2ccccc2Cl)nnc1-c1sc2nc(C)cc(C)c2c1N	-29%	-15%	4%	0	-1%	151%[activator]	-1%	17%	-1%
7	CN(C)/C=C1/C=C(C=O)OC1=O	-9%	-12%	-13%	-1	3%	?	-11%	1%	-3%
8	C=C(C)CNC(=S)N/N=C/c1ccco1	9%	-7%	0%	1	-6%	7%	-6%	-3%	-6%
9	COc1ccc(C2C(C#N)=C(N)N(N(C)C)C3=C2C(=O)CC(C)(C)C3)cc1 (centres undefined)	17%	1%	-4%	-4	5%	30%	37%[activator]	-1%	15%
10	Cc1c(C(=O)N2CCN(c3ncccn3)CC2)oc2ccc(F)cc12	-13%	-19%	-9%	-6	.	-28%	.	2%	-2%
11	Cc1ccc(/C=N/NC(=O)C[n+]2ccccc2)o1	-28%	-22%	-10%	-1	18%	-1%	-7%	-1%	2%
12	CCN(CC(=O)NC1CCS(=O)(=O)C1)C(=O)COc1ccccc1-c1ccccc1 (centres undefined)	-23%	10%	-5%	-3	24%	?	-5%	-5%	-5%

Continued; it opens with the two that closed the last part.
no.	Structure	RGS4 inh	POLH inh	POLK inh	LDHA inh	Pol beta inh	12-LOX inh	Apoferritin bind	ERG Ets-DNA blk	APE1 inh
11	Cc1ccc(/C=N/NC(=O)C[n+]2ccccc2)o1	-28%	-22%	-10%	-1	18%	-1%	-7%	-1%	2%
12	CCN(CC(=O)NC1CCS(=O)(=O)C1)C(=O)COc1ccccc1-c1ccccc1 (centres undefined)	-23%	10%	-5%	-3	24%	?	-5%	-5%	-5%
13	COc1ccc(C2Nc3ccccc3C(=O)N2NS(=O)(=O)c2ccccc2)cc1 (centres undefined)	24%	1%	-12%	-6	20%	?	152%[activator]	-5%	-2%
14	C/C(=N\NC(=O)c1cc([N+](=O)[O-])cc([N+](=O)[O-])c1)c1ccco1	-11%	-6%	-9%	-4	0%	-5%	-11%	-2%	3%
15	CC(=O)C(C)Oc1ncn(-c2ccccc2)n1 (centres undefined)	33%	-12%	-11%	-6	7%	-6%	-15%	5%	2%
16	O=C(c1ccoc1)N1CCC2(CC1)Oc1ccc(Cl)cc1C(=O)C21CC(c2cccnc2)=NO1 (centres undefined)	-21%	-13%	-7%	-4	15%	-25%	-18%	-10%	-2%
17	Cc1c(NN=C(C#N)C#N)c(=O)n(-c2ccccc2)n1C	-30%	-15%	0%	7	27%	2%	?	-2%	-5%
18	CSc1cccc(NS(=O)(=O)c2ccc3[nH]cc(C(=O)N4CCCC4)c(=O)c3c2)c1	3%	?	-8%	-2	-11%	?	-8%	0%	.
19	CCC(C)NC(=O)CCc1nnc2ccc(N3CCC(C)CC3)nn12 (centres undefined)	21%	6%	-1%	-14	-6%	5%	-8%	-8%	11%
20	COc1cc(/C=C(/C#N)c2nc3ccccc3[nH]2)ccc1OCC(=O)Nc1ccccc1C(C)C	-20%	-7%	-8%	-3	?	7%	-23%	17%	-2%
21	CCc1ccc(NS(=O)(=O)c2ccc3[nH]cc(C(=O)NCC4CCCO4)c(=O)c3c2)cc1 (centres undefined)	8%	?	-17%	-8	-22%	?	?	-6%	?
22	COC(=O)C1=C(C)NC(=O)/C1=C\c1cc(C)n(-c2ccccc2)c1C	-18%	-16%	-3%	-2	10%	?	-17%	-15%	3%
23	Cc1ccc(N2C(=O)CC(Nc3ccc(Cl)c(S(=O)(=O)N(C)C)c3)C2=O)c(C)c1 (centres undefined)	-7%	-9%	-1%	1	-13%	-1%	-18%	-8%	-3%
24	CC1CCN(CC2C(=O)O[C@@H]3C[C@@]4(C)CCC[C@H](C)C4=C[C@H]23)CC(C)(C)C1 (some centres undefined)	-8%	-16%	-6%	-8	-12%	?	?	12%	29%
25	C[C@@H]1CN([C@H](C)CO)C(=O)Cc2cc(NS(=O)(=O)c3ccc(Cl)cc3)ccc2O[C@H]1CN(C)Cc1ccc(C(F)(F)F)cc1	-13%	-28%	-11%	1	.	.	.	-1%	-41%
26	CCOCCCNC(=O)c1c(C)c(C(=O)OCC)n(C)c1C	8%	-13%	0%	1	-12%	0%	-1%	-2%	1%
27	O=C1/C(=C/c2cccnc2)SC(=S)N1CCc1ccccc1	-4%	-5%	-1%	3	0%	61%[activator]	-8%	22%	3%
28	CN1CCN(C(CNC(=O)c2ccccc2)c2ccc3c(c2)OCO3)CC1 (centres undefined)	3%	-18%	-3%[60.1 µM]	-14	9%	-12%	-2%	-9%	.
29	COCCn1c(N)c(N(Cc2ccccc2)C(=O)c2ccc(C#N)cc2)c(=O)[nH]c1=O	-9%	-28%	0%	-5	4%	1%	-1%	8%	24%
30	C/C=C\C=C/C(=O)Nc1cccc(C2=NOC3(C2)C[C@@H](C(N)=O)N(C(=O)[C@H]2CCC(=O)N2)C3)c1 (some centres undefined)	?	2%	-20%	-22	-1%	.	3%	-14%	0%
31	Cc1ccccc1Oc1ncnc2oc(-c3ccccc3)cc12	46%	-7%	-24%	-1	28%	0%	-20%	-1%	-2%
32	O=P(Cc1nnco1)(c1ccccc1)c1ccccc1	5%	5%	-7%	-8	-1%	32%[activator]	-9%	7%	8%
33	S=c1[nH]nc(-c2cc(-c3ccccn3)nc3ccccc23)o1	-36%	-17%	0%	-3	-22%	-19%	-10%	-5%	-1%
34	COc1ccc(C(C(=O)NCCC(C)C)N(CCO)C(=O)c2snc(C(N)=O)c2N)cc1OC (centres undefined)	21%	-16%	2%	-4	1%	?	-9%	-10%	-9%
35	COc1ccc(OC)c(NC(=O)CSc2nc3[nH]c(=O)[nH]c(=O)c3s2)c1	-44%	50µM*	-20%	-1	.	-13%	.	-6%	.
36	COc1ccc(Cl)cc1S(=O)(=O)N1CCC(C(=O)NCc2ccccn2)CC1	14%	0%	8%	-9	.	22%	.	-1%	16%
37	CCc1cc2cc(C)ccc2nc1SCC(=O)NC1CCCC1	-18%	-21%	8%	-1	6%	-21%	1%	6%	83%[activator]
38	Cc1ccc(S(=O)(=O)N2CCCC(C(=O)NCCc3ccc4c(c3)OCO4)C2)cc1 (centres undefined)	-12%	1%	-13%	-6	70%	6%	-3%	-8%	0%
39	O=C(Nc1cccc2ccccc12)c1ccc(Cn2cc(Cl)cn2)cc1	0%	-18%	-2%	3	-1%	?	-16%	-4%	-5%
40	COc1ccccc1CNC(=O)CSc1cc(C)[nH]c(=O)n1	20%	2%	4%[60.1 µM]	-5	-23%	-23%	4%	3%	.
41	O=C(Nc1ccc(C(=O)c2ccc(C(=O)O)c(C(=O)O)c2)cc1)c1ccccc1	-1%	1%	-24%	-8	0%	4%	-1%	2%	2%
42	COc1ccc(C2CC(=O)n3nc(C45CC6CC(CC(C6)C4)C5)nc3S2)cc1OC (centres undefined)	2%	-17%	-9%	-7	19%	2%	-2%	0%	12%
43	CCC(=O)c1ccc(OCC(O)Cn2c(C)nc3ccccc32)cc1 (centres undefined)	-5%	5%	-1%	0	-17%	?	12%	13%	-3%
44	O=C(O)/C=C\C(=O)NC1CCCCC1	-4%[11.4 µM]	-8%	8%	-5	0%	-2%	-1%	5%	4%
45	CCOC(=O)c1sc(NC(=O)CNCc2cccnc2)c(C(=O)OCC)c1C	-2%	-3%	-5%	-8	21%	1%	-2%	-1%	-4%
46	CN1C(=O)/C(=C\c2ccc(-c3ccccc3)o2)SC1=S	-18%	-15%	-2%	5	?	-40%	-19%	20%	4%
47	Cc1nc2c3ccccc3nc(SCC(=O)c3ccc(Cl)cc3)n2n1	7%	-5%	-6%	-10	-14%	-12%	?	-12%	4%
48	O=C(O)CC(NC(=O)C1c2ccccc2Oc2ccccc21)c1ccc(OC2CCCC2)cc1 (centres undefined)	-1%	4%	-13%	-6	6%	-22%	-6%	-7%	12%
49	O=C(Nc1cccc(Cl)c1Cl)C1CCCO1 (centres undefined)	-6%	-15%	8%	0	7%	32%	-12%	10%	10%
50	CCCNCc1cc(Cl)c(OCC)c(Cl)c1	-37%	-10%	-5%	5	-4%	0%	-7%	3%	10%
51	CC(C)COc1cccc(C(=O)NC2(C)CCS(=O)(=O)C2)c1 (centres undefined)	4%	-14%	10%	-1	55%	3%	0%	-4%	35%
